Screening data from PubChem BioAssay.
Jurkat NFkB inh: inhibitors of the PMA/ionomycin-induced NF-kB reporter in Jurkat cells; PMA/ionomycin-induced NF-kB luciferase reporter, luminescence; inhibition, % at 4 µM; AID 435003; 330,000 compounds, 0.53% hits
UBC13 inh: blocks human UBC13 polyubiquitin chain formation | P61088 | TR-FRET | inhibition, % at 20 µM | 330,000 compounds, 0.47% hits | AID 485273; in the data active = inhibition above about 45%, passing the limit was not always enough; inconclusive = no clear call, values can overlap the other calls
Target sequence (P61088 whole entry, looked up): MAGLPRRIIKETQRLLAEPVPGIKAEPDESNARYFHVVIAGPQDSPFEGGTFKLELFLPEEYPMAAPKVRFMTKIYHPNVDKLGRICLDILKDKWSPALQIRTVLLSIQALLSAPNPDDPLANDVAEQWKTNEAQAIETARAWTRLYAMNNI
SENP8 block: blocks the human protease SENP8; Q96LD8; purified SENP8, Z-RLRGG-aminoluciferin cleavage, luminescence; inhibition, % at 10 µM; 330,000 compounds, 1.2% hits
SENP7 inh: blocks the human protease SENP7; inhibition, % at 5 µM; AID 434973; recombinant SENP7, Z-RLRGG-aminoluciferin luminescence, 40 min; 330,000 compounds, 1.5% hits;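 active = inhibition above about 50% at the single test dose, limit read from the data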;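 also: plate controls were DMSO with enzyme for no effect and no enzyme buffer wells for full effect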
Apaf1 inhib: human Apaf-1 inhibition. reconstituted apoptosome caspase-3 activity, DEVD-Rh110 fluorescence. inhibition, % at 20 µM. 330,000 compounds, 0.71% hits; active = inhibition of at least 40% at 20 µM;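 also: plate controls were DMSO wells for no effect and DEVD-CHO caspase inhibitor wells for full effect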
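Material: reconstituted apoptosome with Apaf-1, cytochrome c, caspase-9, procaspase-3, dATP / Buffer or medium: pH 7.5 Hepes buffer with CHAPS, BSA, DTT / Also added: cytochrome c with DEVD-Rh110 / Schedule: compound with Apaf-1, dATP, procaspase-3 30 min, then 50 min reaction, room temperature / Technique: rhodamine 110 fluorescence at Ex 480/Em 540 nm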
HKDC1 inhibitor: blocks human hexokinase HKDC1 activity | 340,000 compounds, 0.16% hits | AID 493160 | recombinant HKDC1, G6PDH/diaphorase resazurin coupled fluorescence | inhibition, % at 20 µM;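 active = inhibition above about 35% when tested at 20 µM, limit read from the data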;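 also: plate controls were DMSO wells with enzyme for no effect and DMSO wells lacking enzyme for full effect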
Target sequence (Q2TB90 whole entry, looked up): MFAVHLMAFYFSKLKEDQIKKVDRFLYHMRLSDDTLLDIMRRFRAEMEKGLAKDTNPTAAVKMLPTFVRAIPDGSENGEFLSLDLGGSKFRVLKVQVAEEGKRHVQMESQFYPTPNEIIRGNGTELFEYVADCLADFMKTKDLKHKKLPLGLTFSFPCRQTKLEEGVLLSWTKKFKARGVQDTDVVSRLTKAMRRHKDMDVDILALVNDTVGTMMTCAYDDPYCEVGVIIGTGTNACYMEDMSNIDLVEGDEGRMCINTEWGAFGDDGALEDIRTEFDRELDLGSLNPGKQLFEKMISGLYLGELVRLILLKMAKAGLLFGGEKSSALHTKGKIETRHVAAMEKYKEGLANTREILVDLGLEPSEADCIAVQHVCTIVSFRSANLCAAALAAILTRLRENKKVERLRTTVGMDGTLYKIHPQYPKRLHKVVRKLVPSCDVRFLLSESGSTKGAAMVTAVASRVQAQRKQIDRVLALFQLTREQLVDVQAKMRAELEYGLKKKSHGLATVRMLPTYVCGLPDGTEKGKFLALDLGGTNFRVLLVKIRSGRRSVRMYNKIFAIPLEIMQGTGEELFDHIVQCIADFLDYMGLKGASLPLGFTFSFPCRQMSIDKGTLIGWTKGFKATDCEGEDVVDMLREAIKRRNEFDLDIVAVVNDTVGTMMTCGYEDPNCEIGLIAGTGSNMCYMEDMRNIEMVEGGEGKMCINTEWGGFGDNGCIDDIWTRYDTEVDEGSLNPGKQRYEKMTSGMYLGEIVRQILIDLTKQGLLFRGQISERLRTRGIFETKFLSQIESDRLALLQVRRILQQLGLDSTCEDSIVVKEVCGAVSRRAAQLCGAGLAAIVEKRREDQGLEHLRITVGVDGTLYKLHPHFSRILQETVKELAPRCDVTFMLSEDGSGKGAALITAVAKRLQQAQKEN
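Material: recombinant HKDC1 hexokinase; Amount: HKDC1 at 5 µg/mL; Medium: Tris pH 8.0 buffer with MgCl2, Tween-20, BSA, BME; Schedule: 90 min reaction incubation at room temperature, dark; Technique: coupled resazurin fluorescence, excitation 525 nm, emission 613 nm.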
697 NFkB inh: lowers PMA/ionomycin-induced NF-kB signal in 697 B cells; 697 B-cell NF-kB luciferase reporter, 16 h; inhibition, % at 4 µM; 330,000 compounds, 0.33% hits; AID 435022; in the data active = inhibition above about 35%
Gli-Sufu block: antagonists of Gli-Sufu signaling; Sufu-KO-LIGHT fibroblasts, Gli luciferase reporter luminescence; inhibition, % at 5 µM; 340,000 compounds, 0.74% hits; AID 588413;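 active = inhibition above about 55%, limit read from the data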;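 also: 0% = DMSO-treated cells and 100% = wells with medium but no cells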
Numbers without * were called inactive; & = joins results of further samples. Rule as the data show it, unless noted: active = inhibition above about 50%; inactive = the rest.

Results for CC(=O)Nc1ccccc1/C=C/c1ccc2c(C)ccc(O)c2n1 ?
Jurkat NFkB inh: 2; UBC13 inh: -14; SENP8 block: -4; SENP7 inh: -1; Apaf1 inhib: 5; HKDC1 inhibitor: -5; 697 NFkB inh: -29; Gli-Sufu block: -2

Results for CCN1CCN(CC(O)COc2ccc(C)c(C)c2)CC1 (stereo not given) ?
Jurkat NFkB inh: 5; UBC13 inh: 6; SENP8 block: 3; SENP7 inh: -1; Apaf1 inhib: -9; HKDC1 inhibitor: 2&-4; 697 NFkB inh: 10; Gli-Sufu block: 3&1

What do the screens show for `Cc1cccc(-c2nsc(SCC(=O)c3ccc(Cl)cc3)n2)c1`?
Jurkat NFkB inh: 11; UBC13 inh: 2; SENP8 block: -2; SENP7 inh: -3; Apaf1 inhib: 5; HKDC1 inhibitor: -3; 697 NFkB inh: 14; Gli-Sufu block: -12

How did COc1cc(/C=C2\SC(N)=NC2=O)cc(Br)c1O do in these assays?
Jurkat NFkB inh: -12; UBC13 inh: -67; SENP8 block: -8; SENP7 inh: 7; Apaf1 inhib: 4; HKDC1 inhibitor: 13; 697 NFkB inh: 1; Gli-Sufu block: -5

What do the screens show for `CC(C)Cn1c(SCC(=O)N2CCc3ccccc3C2)nc(O)cc1=O`?
Jurkat NFkB inh: 5; UBC13 inh: -4; SENP8 block: 3; SENP7 inh: 4; Apaf1 inhib: 3; HKDC1 inhibitor: -1; 697 NFkB inh: 7; Gli-Sufu block: 1

Results for CCN(CC)S(=O)(=O)c1cccc(C(=O)N[C@H](C(=O)NNC(=O)c2ccccc2)C(C)C)c1 ?
Jurkat NFkB inh: -13; UBC13 inh: 8; SENP8 block: 3; SENP7 inh: -1; Apaf1 inhib: -14; HKDC1 inhibitor: -3; 697 NFkB inh: 3; Gli-Sufu block: 0

Results for CN(C(=O)c1sc2nc(N3CCCC3)c3c(c2c1N)CC(C)(C)OC3)c1ccccc1 ?
Jurkat NFkB inh: 6; UBC13 inh: inconclusive; SENP8 block: 6; SENP7 inh: 6; Apaf1 inhib: 3; HKDC1 inhibitor: 3; 697 NFkB inh: 11; Gli-Sufu block: -2

How did O=C(c1cccc(Cl)c1)C1CCCN(Cc2ccc(N3CCNC3=O)cc2)C1 (stereo not given) do in these assays?
Jurkat NFkB inh: 25; UBC13 inh: 0; SENP8 block: -14; SENP7 inh: 2; Apaf1 inhib: 7; HKDC1 inhibitor: -6; 697 NFkB inh: -11; Gli-Sufu block: 24

Results for O=C1c2c(O)cc(O)cc2O[C@@]12c1c(cc(O)c3c1O[C@H](c1ccc(O)cc1)[C@@H](O)C3)O[C@@H]2c1ccc(O)cc1 ?
Jurkat NFkB inh: 7; UBC13 inh: -2; SENP8 block: -7; SENP7 inh: 12; Apaf1 inhib: -8; HKDC1 inhibitor: 6; 697 NFkB inh: 2; Gli-Sufu block: -12

How did CCN(CC)S(=O)(=O)c1cccc(C(=O)NC(C(=O)Nc2nnc(C3CC3)s2)C(C)C)c1 (stereo not given) do in these assays?
Jurkat NFkB inh: 7; UBC13 inh: 4; SENP8 block: 1; SENP7 inh: 6; Apaf1 inhib: 8; HKDC1 inhibitor: -1; 697 NFkB inh: -8; Gli-Sufu block: 3

How did COc1ccc(NC(=O)CSc2ccccc2)c([N+](=O)[O-])c1 do in these assays?
Jurkat NFkB inh: -34; UBC13 inh: 5; SENP8 block: 3; SENP7 inh: -9; Apaf1 inhib: -15; HKDC1 inhibitor: -4; 697 NFkB inh: -21; Gli-Sufu block: -25

How did C=CCOc1cccc(C2C(C(=O)c3ccc(C)o3)=C(O)C(=O)N2Cc2ccncc2)c1 (stereo not given) do in these assays?
Jurkat NFkB inh: 5; UBC13 inh: -21; SENP8 block: 3; SENP7 inh: 6; Apaf1 inhib: 5; HKDC1 inhibitor: 5; 697 NFkB inh: 3; Gli-Sufu block: -9

Results for O=C(NCCNc1ccccc1[N+](=O)[O-])c1ccccc1F ?
Jurkat NFkB inh: -76; UBC13 inh: -56; SENP8 block: -3; SENP7 inh: 11; Apaf1 inhib: 14; HKDC1 inhibitor: -7; 697 NFkB inh: -102; Gli-Sufu block: -28

What do the screens show for `COc1ccc(S(=O)(=O)N(Cc2ccc(OC)c(OC)c2)Cc2ccco2)cc1`?
Jurkat NFkB inh: 4; UBC13 inh: -1; SENP8 block: -5; SENP7 inh: -11; Apaf1 inhib: 23; HKDC1 inhibitor: 6; 697 NFkB inh: -26; Gli-Sufu block: 11

Results for Cc1nn(Cc2cccc(C(=O)N3N=C(C(F)F)CC3(O)C(F)F)c2)c(C)c1[N+](=O)[O-] (stereo not given) ?
Jurkat NFkB inh: 6; UBC13 inh: 11; SENP8 block: 1; SENP7 inh: 2; Apaf1 inhib: -12; HKDC1 inhibitor: -6; 697 NFkB inh: -6; Gli-Sufu block: 13

How did CN1C(=O)Cc2cc(S(=O)(=O)N3CCN(c4cccc(Cl)c4)CC3)ccc21 do in these assays?
Jurkat NFkB inh: -3; UBC13 inh: -4; SENP8 block: 3; SENP7 inh: -4; Apaf1 inhib: 9; HKDC1 inhibitor: -5; 697 NFkB inh: 9; Gli-Sufu block: 1

What do the screens show for `CC(=O)c1cc2c(cc1NC(=O)CCNC(=O)c1ccccc1Cl)OCO2`?
Jurkat NFkB inh: 3; UBC13 inh: 5; SENP8 block: 0; SENP7 inh: 6; Apaf1 inhib: -6; HKDC1 inhibitor: 1; 697 NFkB inh: 9; Gli-Sufu block: 9

What do the screens show for `CCCCCOc1ccc(NC(=O)C(=O)NCCC2=CCCCC2)cc1`?
Jurkat NFkB inh: -25; UBC13 inh: -2; SENP8 block: -21; SENP7 inh: -11; Apaf1 inhib: 4; HKDC1 inhibitor: 2; 697 NFkB inh: 7; Gli-Sufu block: 9

Results for Cc1cccc(C(=O)N2CCN(CCNC(=O)C(=O)Nc3ccc(F)cc3)CC2)c1 ?
Jurkat NFkB inh: -14; UBC13 inh: 0; SENP8 block: 3; SENP7 inh: 8; Apaf1 inhib: 1; HKDC1 inhibitor: 1; 697 NFkB inh: -7; Gli-Sufu block: 3

Results for O=C(CN(Cc1ccccc1)S(=O)(=O)c1ccc(S(=O)(=O)N2CCOCC2)cc1)Nc1ccccc1 ?
Jurkat NFkB inh: 10; UBC13 inh: -6; SENP8 block: 4; SENP7 inh: 8; Apaf1 inhib: -1; HKDC1 inhibitor: -8; 697 NFkB inh: -1; Gli-Sufu block: 5

How did O=C(OCn1ncc(Cl)c(Cl)c1=O)c1ccc(F)cc1 do in these assays?
Jurkat NFkB inh: 32; UBC13 inh: 2; SENP8 block: -12; SENP7 inh: -9; Apaf1 inhib: 18; 697 NFkB inh: -31

Results for CCOC(=O)CCn1cc(F)c(=O)n(Cc2ccccc2)c1=O ?
Jurkat NFkB inh: 6; UBC13 inh: -4; SENP8 block: -13; SENP7 inh: -7; Apaf1 inhib: 4; HKDC1 inhibitor: -3; 697 NFkB inh: 12; Gli-Sufu block: -3

Results for CC(OC(=O)c1ccc([N+](=O)[O-])s1)C(=O)NC1CCCCC1C (stereo not given) ?
Jurkat NFkB inh: -10; UBC13 inh: -21; SENP8 block: 55*; SENP7 inh: 11; Apaf1 inhib: 28; HKDC1 inhibitor: 3; 697 NFkB inh: 19; Gli-Sufu block: -3

Results for Cc1ccc(Nc2n[nH]c(C)c2[N+](=O)[O-])c(C)c1 ?
Jurkat NFkB inh: -27; UBC13 inh: -9; SENP8 block: -1; SENP7 inh: -4; Apaf1 inhib: 0; HKDC1 inhibitor: -8; 697 NFkB inh: -15; Gli-Sufu block: -23

Results for O=C(O)c1ccc(N/N=C/c2ccnc3ccccc23)cc1 ?
Jurkat NFkB inh: -52; UBC13 inh: -4; SENP8 block: 82*; SENP7 inh: 92*; Apaf1 inhib: -11; HKDC1 inhibitor: -5; 697 NFkB inh: -80; Gli-Sufu block: -32

How did CCC(=O)Nc1ccc(S(=O)(=O)N2CCN(c3ccc(F)cc3)CC2)cc1 do in these assays?
Jurkat NFkB inh: 18; UBC13 inh: 0; SENP8 block: 4; SENP7 inh: 4; Apaf1 inhib: 5; HKDC1 inhibitor: -1; 697 NFkB inh: 16; Gli-Sufu block: -2

How did CCc1ccc(NC(=O)C(=O)N/N=C(\C)CC(=O)Nc2ccccn2)cc1 do in these assays?
Jurkat NFkB inh: -18; UBC13 inh: -16; SENP8 block: -13; SENP7 inh: 1; Apaf1 inhib: 2; HKDC1 inhibitor: -11; 697 NFkB inh: -72; Gli-Sufu block: -3

Results for COc1cccc(CN2CCNC(=O)C2CC(=O)N2CCOc3ccccc3C2)c1OC (stereo not given) ?
Jurkat NFkB inh: 8; UBC13 inh: -10; SENP8 block: 6; SENP7 inh: 0; Apaf1 inhib: 16; HKDC1 inhibitor: -10; 697 NFkB inh: 11; Gli-Sufu block: 8

How did O=C(N/N=C\c1ccc2c(c1)OCO2)c1ccco1 do in these assays?
Jurkat NFkB inh: -59; UBC13 inh: -13; SENP8 block: 64*; SENP7 inh: 72*; Apaf1 inhib: 4; HKDC1 inhibitor: 2; 697 NFkB inh: -80; Gli-Sufu block: -27

Results for Brc1ccc2ncnc(Nc3ccc(N4CCOCC4)cc3)c2c1 ?
Jurkat NFkB inh: 17; UBC13 inh: -9; SENP8 block: -8; SENP7 inh: -3; Apaf1 inhib: 9; HKDC1 inhibitor: 8; 697 NFkB inh: -6; Gli-Sufu block: -19

What do the screens show for `O=C(CN1C(=O)COc2ccc(S(=O)(=O)N3CCCCCC3)cc21)NCc1ccc(F)cc1`?
Jurkat NFkB inh: -8; UBC13 inh: 10; SENP8 block: 0; SENP7 inh: -5; Apaf1 inhib: 12; HKDC1 inhibitor: -6; 697 NFkB inh: 5; Gli-Sufu block: 0

Of the compounds above, five contain a Cl atom:
What do the screens show for `Cc1cccc(-c2nsc(SCC(=O)c3ccc(Cl)cc3)n2)c1`?
Jurkat NFkB inh: 11; UBC13 inh: 2; SENP8 block: -2; SENP7 inh: -3; Apaf1 inhib: 5; HKDC1 inhibitor: -3; 697 NFkB inh: 14; Gli-Sufu block: -12

How did O=C(c1cccc(Cl)c1)C1CCCN(Cc2ccc(N3CCNC3=O)cc2)C1 (stereo not given) do in these assays?
Jurkat NFkB inh: 25; UBC13 inh: 0; SENP8 block: -14; SENP7 inh: 2; Apaf1 inhib: 7; HKDC1 inhibitor: -6; 697 NFkB inh: -11; Gli-Sufu block: 24

How did CN1C(=O)Cc2cc(S(=O)(=O)N3CCN(c4cccc(Cl)c4)CC3)ccc21 do in these assays?
Jurkat NFkB inh: -3; UBC13 inh: -4; SENP8 block: 3; SENP7 inh: -4; Apaf1 inhib: 9; HKDC1 inhibitor: -5; 697 NFkB inh: 9; Gli-Sufu block: 1

What do the screens show for `CC(=O)c1cc2c(cc1NC(=O)CCNC(=O)c1ccccc1Cl)OCO2`?
Jurkat NFkB inh: 3; UBC13 inh: 5; SENP8 block: 0; SENP7 inh: 6; Apaf1 inhib: -6; HKDC1 inhibitor: 1; 697 NFkB inh: 9; Gli-Sufu block: 9

How did O=C(OCn1ncc(Cl)c(Cl)c1=O)c1ccc(F)cc1 do in these assays?
Jurkat NFkB inh: 32; UBC13 inh: 2; SENP8 block: -12; SENP7 inh: -9; Apaf1 inhib: 18; 697 NFkB inh: -31

Outcome played no part in choosing rows; 3.6% or so of the library scored in one or more.
